GPR151 ag: activates the human receptor GPR151; Q8TDV0; PathHunter beta-arrestin GPR151 cells, luminescence; activation, % at 11.2 µM; 650,000 compounds, 1% hits; AID 1508602; in the data active means activation above about 4.9%;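 further: 0% = median of compound wells and 100% = cells with positive control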
FBW7 activator: activators of human E3 ligase FBW7. AlphaScreen FBW7–phospho-cyclin E peptide binding, activator screen. normalized activity (activation), % at 26.1 µM. 650,000 compounds, 0.13% hits. AID 1259310; in the data active means normalized activity above about 1.9%;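 further: purified mutant Fbw7 with reduced substrate affinity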
Target sequence (Q969H0 whole entry, looked up): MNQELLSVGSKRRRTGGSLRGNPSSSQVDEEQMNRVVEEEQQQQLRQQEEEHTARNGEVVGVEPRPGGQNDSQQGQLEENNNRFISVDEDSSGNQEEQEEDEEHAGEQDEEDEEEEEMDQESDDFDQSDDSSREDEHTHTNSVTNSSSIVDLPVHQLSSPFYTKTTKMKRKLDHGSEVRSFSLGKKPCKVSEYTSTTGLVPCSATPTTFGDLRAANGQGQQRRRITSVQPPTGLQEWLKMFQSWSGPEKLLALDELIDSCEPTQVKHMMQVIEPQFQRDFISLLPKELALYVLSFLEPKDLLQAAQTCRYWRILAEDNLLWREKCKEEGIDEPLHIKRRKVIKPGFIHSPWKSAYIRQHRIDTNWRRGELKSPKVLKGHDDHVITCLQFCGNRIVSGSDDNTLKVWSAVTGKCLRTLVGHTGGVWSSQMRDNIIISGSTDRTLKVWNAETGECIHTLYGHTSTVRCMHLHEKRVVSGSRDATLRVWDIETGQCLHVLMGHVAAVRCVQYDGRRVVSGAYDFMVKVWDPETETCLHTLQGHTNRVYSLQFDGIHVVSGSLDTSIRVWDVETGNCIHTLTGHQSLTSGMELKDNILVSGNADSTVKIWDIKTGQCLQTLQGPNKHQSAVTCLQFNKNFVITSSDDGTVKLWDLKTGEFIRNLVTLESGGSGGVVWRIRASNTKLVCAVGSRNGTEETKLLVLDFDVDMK
TEAD-YAP block: TEAD-YAP interaction inhibition; HEK-TIYL cells, TEAD-Gal4/YAP UAS-luciferase luminescence; inhibition, % at 9.12 µM; 640,000 compounds, 1.4% hits; AID 1259422; in the data active means inhibition above about 32%;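 further: 0% = median of test compound wells and 100% = reference inhibitor wells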
MITF inh: human MITF inhibition, primary screen; inhibition, % at 2.6 µM; AlphaScreen MITF homodimerization, bead proximity signal; O75030; AID 1259374; 650,000 compounds, 0.91% hits; in the data active means inhibition above about 50%;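 further: 0% = vehicle wells with protein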
Numbers without * were called inactive. Rows were taken by chance. Share with any hit: about 3.4%.

SMILES	GPR151 ag	FBW7 activator	TEAD-YAP block	MITF inh
COc1ccc(S(=O)(=O)Nc2ccc(NC(C)=O)cc2)c(Cl)c1Cl	-1.3	0.8	18	4
CC1CCc2cc(F)cc3c(O)c(C(=O)NCc4ccncc4)c(=O)n1c23 (stereo not drawn)	-0.3	1.2	2	9
CCN(CC)CC(=O)Nc1c(Cl)[nH]c2ccccc12	-0.8	0.1	-1	9
C[N+](C)(C)CCCNC(=O)c1ccc(/C=N/O)nc1	0.4	-0.2	-4	5
Cc1ccc(C2(Cc3csc(C)n3)C(=O)Nc3cc(F)ccc32)cc1 (stereo not drawn)	0.0	-0.1	-2	15
Nc1nnc(CC(=O)N/N=C/c2ccc3c(c2)OCO3)s1	0.2	-0.2	1	5
O=c1[nH]c2c([nH]c3ccccc32)c(=O)n1/N=C/c1ccccc1	-0.2	0.7	-1	17
O=C(CCCn1c2ccccc2c2cn[nH]c(=O)c21)NCc1ccc2c(c1)OCO2	-0.5	0.2	9	8
CCN(C(=O)Cn1c(=O)oc2cc(S(=O)(=O)N3CCCC3)ccc21)c1ccccc1	-0.5	-0.2	0	-8
O=C(O)C1CCN(C(=O)CSc2nc3scc(-c4ccccc4)c3c(=O)[nH]2)CC1	-1.6	0.5	-4	19
CC(C)OCCCNc1nnnc2c1cnn2-c1ccccc1	-1.4	0.1	-35	6
CCN1CCN(c2nc(-c3ccc(C)cc3)nc3ccccc23)CC1	0.9	0.0	-11	6
COc1ccc(Cl)cc1NC(=O)Cc1ccc(F)cc1	0.8	0.3	4	14
Cc1cc(=O)n2nc(N3CCCC3C(=O)Nc3cccc(C)c3C)sc2n1 (stereo not drawn)	-1.0	-0.2	2	10
O=C(Oc1cccc(OC(=O)N2CCOCC2)c1)N1CCOCC1	-0.3	0.0	-2	-1
Cc1cccc(-n2c(O)c(C=Nc3ccccc3C)c3ccccc3c2=O)n1	-1.0	-0.3	14	-9
O=C(CNC(=O)c1ccccc1C(F)(F)F)N/N=C/c1ccc(Br)cc1	-0.4	0.1	-3	5
C=CCOc1c(Br)cc(/C=C2/SC(=Nc3cc(C)cc(C)c3)NC2=O)cc1Br	0.2	-0.2	2	-8
CCOc1ccc(-n2c(=O)c3sccc3n(CC(=O)Nc3ccc(C)cc3)c2=O)cc1	1.2	-0.1	3	6
CCOC(=O)C1=C(C)N=c2s/c(=C/c3ccc(-c4ccc(Cl)c(Cl)c4)o3)c(=O)n2C1c1ccc2c(c1)OCO2 (stereo not drawn)	-0.3	0.3	9	12
COc1cccc(C(=O)NCCc2sc(C)nc2C)c1	0.7	0.0	0	3
CC(C)(CO)CNC(=O)CC1C(=O)NCCN1Cc1cccc(C(F)(F)F)c1 (stereo not drawn)	-0.5	0.1	7	-5
CC(=O)c1cccc(NC(=S)Nc2ncn(Cc3cccc(C(F)(F)F)c3)n2)c1	0.2	0.9	-5	11
COC(=O)c1sc(NC(=O)c2cc(Cl)ccc2[N+](=O)[O-])c(C(=O)OC)c1C	0.9	0.1	-1	9
Cc1c(NC(=O)c2cn3c4c(c(N5CCN(C)CC5)c(F)cc4c2=O)OCN3C)c(=O)n(-c2ccccc2)n1C	2.3	-0.1	21	0
COc1cc(-c2ccnc(N)n2)ccc1NC(=O)[C@H]1COc2ccccc2O1	1.1	2.5*	7	66*
O=c1[nH]c(N2CCCCC2)nc2c1CCN(Cc1cn[nH]c1-c1cccs1)C2	0.7	0.0	-2	9
COc1cn(-c2ccc(F)cc2)nc1C(=O)NCCCn1ccnc1	1.8	0.0	5	0
COc1ccc(OC(=O)c2ccc(C(=O)Oc3ccc(OC)cc3)nc2)cc1	0.4	-0.1	1	6
COc1ccc(NC(=O)CS(=O)CC(=O)N2CCN(c3cccc(C)c3C)CC2)cc1 (stereo not drawn)	-0.8	0.1	4	0
CCOCc1nnc(NC(=O)c2ccccc2F)s1	-0.2	0.0	-9	6
Cc1ccc(C)c(N2C(=N)S/C(=C\c3ccc(Cl)cc3)C2=O)c1	-1.3	0.8	10	4
CCOc1ccc(-n2c(O)c(/C=C3\C(=O)C=Cc4ccccc43)c(=O)[nH]c2=O)cc1	1.4	-0.1	1	1
CC(C)(C)C(=O)OCCN1C(=O)c2cccc3c(N4CCCCC4)ccc(c23)C1=O	1.5	-0.1	1	5
COc1cccc(C2N(c3ccccc3)CCN2c2ccccc2)c1O	-1.8	0.4	-16	12
Cc1cc(Nc2ccc(F)cc2)n2ncnc2n1	-0.9	0.2	-6	4
Cn1c(=O)[nH]c(=O)c2c1ncn2CC(=O)NCc1ccccc1	4.5	0.0	-9	0
COc1cccc(NC(=O)c2nnn(Cc3ccc(SC)cc3)c2N)c1	0.6	0.1	-47	13
COc1ccc(C2C(C#N)=C(N)N(c3ncn[nH]3)C3=C2C(=O)CCC3)cc1OC (stereo not drawn)	0.2	0.0	7	-5
O=C1NCCN(CCc2ccccc2)C1CC(=O)N1CC=C(c2ccccc2)CC1 (stereo not drawn)	0.2	0.1	10	10

5 compounds from above with just TEAD-YAP block.
Structure	TEAD-YAP block
O=c1[nH]c(N2CCCCC2)nc2c1CCN(Cc1cn[nH]c1-c1cccs1)C2	-2
COc1cn(-c2ccc(F)cc2)nc1C(=O)NCCCn1ccnc1	5
COc1ccc(OC(=O)c2ccc(C(=O)Oc3ccc(OC)cc3)nc2)cc1	1
COc1ccc(NC(=O)CS(=O)CC(=O)N2CCN(c3cccc(C)c3C)CC2)cc1 (stereo not drawn)	4
CCOCc1nnc(NC(=O)c2ccccc2F)s1	-9

2 of these compounds, set out differently:
SMILES: COc1cccc(NC(=O)c2nnn(Cc3ccc(SC)cc3)c2N)c1
  GPR151 ag: 0.6	FBW7 activator: 0.1	TEAD-YAP block: -47	MITF inh: 13

SMILES: COc1ccc(C2C(C#N)=C(N)N(c3ncn[nH]3)C3=C2C(=O)CCC3)cc1OC (stereo not drawn)
  GPR151 ag: 0.2	FBW7 activator: 0.0	TEAD-YAP block: 7	MITF inh: -5

Next structures.
SMILES	GPR151 ag	FBW7 activator	TEAD-YAP block	MITF inh
CCN(CC)C(=O)/C(=C/c1ccccc1)NC(=O)c1ccccc1	0.2	-0.5	4	5
CN(C)CCN(C(=O)c1ccc(S(=O)(=O)N(C)c2ccccc2)cc1)c1nc2ccccc2s1	-0.7	0.0	-2	5
CC(c1ccccc1)N1C(=O)NC(NC(=O)c2ccccc2F)(C(F)(F)F)C1=O (stereo not drawn)	-0.1	0.0	5	8
COC(=O)c1ccc(Cn2c[n+](N)cn2)cc1	-1.4	0.1	5	-12
COc1ccccc1N1CCN(C2CCCN(C(=O)CCCc3cccs3)C2)CC1 (stereo not drawn)	0.0	-0.1	10	-10
Cc1cc(C)cc(N2C(=O)NC(=O)/C(=C\c3ccsc3)C2=O)c1	0.0	-0.4	10	6
COc1cc2cc(C)c(SCC(=O)NNC(C)=O)nc2cc1OC	1.8	0.2	-1	14
COc1ccc(-c2cnnc(NCc3ncc(C)[nH]3)n2)cc1	-0.1	0.0	6	-7
COc1cc(/C=C2/C(=O)NN(c3ccc(F)c(Cl)c3)C2=O)ccc1O	1.2	0.1	7	-1
Cc1ccc(N2C(=O)c3cccc4cccc(c34)C2=O)c(C)c1	0.7	-0.2	4	-5
CC1CN(c2nc(N3CCOCC3)nc3c2cnn3-c2ccccc2)CC(C)O1 (stereo not drawn)	-1.6	0.1	-13	12
CCCN1C(=O)/C(=c2\sc3n(c2=O)C(c2cccs2)C(C(=O)OC)=C(C)N=3)c2ccccc21 (stereo not drawn)	-0.4	-0.2	1	3
COc1ccccc1NC(=S)N1CCCC1	0.8	-0.1	7	-4
O=C(Nc1ccc2[nH]ncc2c1)c1ccnc(O[C@@H]2CCCN(Cc3ccccc3)C2)c1	-0.2	0.2	12	4
COc1ccc(C2Nc3ccccc3NC3=C2C(=O)CC(C)(C)C3)c(OC)c1 (stereo not drawn)	-0.9	-0.3	2	-2
CN1CCN(c2oc(-c3ccccc3Cl)nc2C#N)CC1	-1.0	-0.1	-32	-4
O=C(Nc1ccc(-c2cn[nH]c2)cc1)c1cccc2ccccc12	0.6	0.9	0	5
Cc1ccc2c(=O)c(-c3cc(Br)cc4c3OCOC4)coc2c1	0.1	0.1	-5	-21
CCC(C)NC(=O)COc1ccc(C(C)(C)c2ccccc2)cc1 (stereo not drawn)	0.2	-0.1	6	1
COc1ccccc1CCN=C(N)NS(=O)(=O)c1ccc(C)cc1	-0.4	-0.1	-5	-7

Ordered by heavy-atom count (rising): part of the list above.
SMILES	GPR151 ag	FBW7 activator	TEAD-YAP block	MITF inh
Cc1ccc(N2C(=O)c3cccc4cccc(c34)C2=O)c(C)c1	0.7	-0.2	4	-5
COc1ccccc1N1CCN(C2CCCN(C(=O)CCCc3cccs3)C2)CC1 (stereo not drawn)	0.0	-0.1	10	-10
CCCN1C(=O)/C(=c2\sc3n(c2=O)C(c2cccs2)C(C(=O)OC)=C(C)N=3)c2ccccc21 (stereo not drawn)	-0.4	-0.2	1	3

Continued:
SMILES	GPR151 ag	FBW7 activator	TEAD-YAP block	MITF inh
CSC1=NC2(C)CCCCC2C12C=CC(=O)C=C2 (stereo not drawn)	2.5	0.7	-22	-4
Cc1c(C(=O)NCc2n[nH]c(=S)n2-c2ccc(F)cc2)cccc1[N+](=O)[O-]	1.2	-0.1	-1	16
CCOC(=O)c1sc(NC(=O)c2ccncc2)nc1C	-3.8	-0.4	8	0
O=C1C2C3C=CC(CC3)C2C(=O)N1/N=C/c1cc2c(cc1Br)OCO2 (stereo not drawn)	0.0	0.0	-7	-5
CCOC(=O)c1c(NC(=O)c2ccc(Cl)c([N+](=O)[O-])c2)sc(C(=O)Nc2cc(C(F)(F)F)ccc2Cl)c1C	0.8	0.1	6	8
CCCCNS(=O)(=O)c1ccc(OC)c2ncccc12	-0.9	0.1	2	-5
CN1CCN(CC(=O)Nc2nc(-c3ccccc3)cs2)CC1	0.6	-0.1	-13	-5
Cc1c(C(=O)N2CCN(c3cccc(Cl)c3)CC2)sc2ncnc(N3CCN(c4ccccc4)CC3)c12	1.0	0.1	1	-7
COCCNC1CCN(c2ccc(NC(=O)c3cccc(Cl)c3)cc2)CC1	0.5	-0.1	-79	5
CCCN1CCC(NCc2ccc(Cl)cc2)CC1	-0.6	-0.1	2	-12
CCOC(=O)C1=C(C)N=c2s/c(=C\c3ccc(-c4cc([N+](=O)[O-])ccc4Cl)o3)c(=O)n2C1c1ccc(C(C)C)cc1 (stereo not drawn)	0.6	0.0	-4	9
CCc1ccc(NC(=O)c2ccc(OC(C)=O)cc2)cc1	-0.1	0.2	22	10
O=C(Nc1cccc(F)c1)c1c(O)c2cccc3c2n(c1=O)CCC3	0.8	-0.1	1	3
O=C(NC1CCN(Cc2ccccc2)CC1)c1ccc(-c2ccc(N3CCOCC3)nc2)s1	0.0	0.1	-34	-1
Cc1onc(-c2ccccc2)c1C(=O)NN(C)C	0.2	-0.2	1	-4
CCOC(=O)C1(CCCc2ccccc2)CCN(C(=O)[C@@H]2CCC(=O)N2)CC1	-0.9	0.4	2	-9
c1cnc(Nc2nc(NCc3nc4ccccc4[nH]3)c3ncn(C4CCCCC4)c3n2)nc1	0.1	0.0	21	9
COc1cccc(CN2CCNC(=O)C2CC(=O)NCCc2ccc(Cl)cc2)c1 (stereo not drawn)	-0.1	0.0	2	-10
O=C1OC(c2ccccc2)=N/C1=C\c1cn(-c2ccccc2)nc1-c1ccc(F)cc1	1.9	0.0	9	12
Cc1ccc(NC(=O)c2ccc(N3CCCCC3)c([N+](=O)[O-])c2)cc1S(=O)(=O)N(C)C	0.6	-0.1	22	10
Cn1cnc2cc(NCc3ccccc3Cl)ccc21	0.2	-0.3	-61	7
O=C(CCCN1C(=O)c2cccc3cccc(c23)C1=O)N1CCN(c2ccccn2)CC1	-1.0	0.1	2	-2
O=C1c2ccccc2-c2onc3c(N4CCOCC4)cc(Nc4ccccc4)c1c23	1.9	-0.4	2	7
CC1(C)CC(=O)C2=C(C1)N(c1cccc([N+](=O)[O-])c1)C(N)=C(C#N)C2c1cccs1 (stereo not drawn)	1.5	-0.3	2	6
O=C(CCCCn1c(=O)c2ccccc2n(Cc2cccc(Cl)c2)c1=O)NC1CCCCC1	-1.2	-0.2	-13	-1
O=C(NCc1ccc2c(c1)OCO2)c1cc(F)c(F)cc1Cl	0.6	0.6	-24	22
NC(=O)c1ccc(NC(=O)CCCc2nc(-c3ccccc3)no2)cc1	1.2	0.4	-11	7
N#Cc1ccc(NC(=O)CN2CCN(S(=O)(=O)c3ccc4ccccc4c3)CC2)cc1	-0.5	-0.1	8	-6
CC1CCC2C(C)C3C(CC4[C@@H]5CC=C6C[C@@H](O)CC[C@]6(C)C5CC[C@]34C)N2C1 (stereo partly drawn)	-1.0	0.1	5	3
Cc1cccc(OCC(O)Cn2c[n+](C)c3cc(C)c(C)cc32)c1 (stereo not drawn)	-0.2	0.0	15	-9
CCCc1nc(SCc2ccccn2)c2c(=O)n(C)c(=O)n(C)c2n1	-1.0	-0.1	4	-1
CCC1=NN2C(=N)/C(=C/c3ccc(OCCOc4cc(C)cc(C)c4)c(OC)c3)C(=O)N=C2S1	0.8	-0.1	6	3
CCS(=O)(=O)N1CCN(C(C)CCc2ccccc2)CC1 (stereo not drawn)	0.7	-0.2	18	51*
COc1ccc(Cl)cc1NC(=O)NC(C)c1ccncc1 (stereo not drawn)	-2.0	0.6	4	21
O=C(NCCn1ccnc1)C1CC12CCN(Cc1cnc(-c3ccccc3)s1)CC2 (stereo not drawn)	1.1	0.1	0	-3
O=C(CSc1ncnc2scc(-c3ccc(Cl)cc3)c12)NCC1CCCO1 (stereo not drawn)	3.0	0.0	2	7
